Compound activity from PubChem BioAssay.
SMN2 splice up: qHTS Assay for Enhancers of SMN2 Splice Variant Expression. Potency, µM (top dose mostly 46.1 µM), inactives show at the top dose activity change, positive = activation, usual class: activators. actives 2.8% (n = 210,000). HEK293 SMN2-luciferase splicing reporter, luminescence, 30-36 h; further: % of control where 0% means no effect; nearly all actives have a fitted effect of over 55% in size
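qHTS luciferase splicing reporter: luminescence rises when SMN2 exon 7 is included in transfected HEK293 cells. Compound exposure lasted 30-36 h at 37C, with 4.5 mM final sodium butyrate as control, followed by a ONE-Glo read.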
KDM4E inh: qHTS Assay for Inhibitors of Human Jumonji Domain Containing 2E (JMJD2E). Lysine-specific demethylase 4E (Homo sapiens), B2RXH2. JMJD2E catalytic domain, FDH-coupled NADH fluorescence (FDH is formaldehyde dehydrogenase). Potency, µM (series often up to 57.1 µM), inactives show at the top dose activity change, negative = inhibition, hits mostly inhibitors. actives 1.6% (n = 230,000); active means well fitted inhibition curve with a large enough effect, not every such curve was filed as active; inconclusive means small, poorly fitted or top-dose-only effect, or another doubt; inactive means no such curve, though single readings can be large or run the other way;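 further: 0% = wells with enzyme and -100% = buffer wells without enzyme; nearly all actives have a fitted effect of over 50% in size; many of its hits are not listed in these tables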
TRb-SRC2 inh: qHTS for Inhibitors of the Interaction of Thyroid Hormone Receptor and Steroid Receptor Coregulator 2 | AID 1469, 2008 | Thyroid hormone receptor beta (Homo sapiens), P10828 | TRbeta-SRC2 peptide binding, fluorescence polarization; receptor liganded with 1 µM T3 | Potency, µM (top dose mostly 106 µM), inactives show at the highest dose activity change, negative = inhibition, hits mostly inhibitors | actives 0.065% (n = 280,000);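 further: plate controls were bound peptide for no effect and peptide without receptor for full effect; nearly all actives have a fitted effect of over 50% in size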
Target sequence (P10828 whole entry, looked up): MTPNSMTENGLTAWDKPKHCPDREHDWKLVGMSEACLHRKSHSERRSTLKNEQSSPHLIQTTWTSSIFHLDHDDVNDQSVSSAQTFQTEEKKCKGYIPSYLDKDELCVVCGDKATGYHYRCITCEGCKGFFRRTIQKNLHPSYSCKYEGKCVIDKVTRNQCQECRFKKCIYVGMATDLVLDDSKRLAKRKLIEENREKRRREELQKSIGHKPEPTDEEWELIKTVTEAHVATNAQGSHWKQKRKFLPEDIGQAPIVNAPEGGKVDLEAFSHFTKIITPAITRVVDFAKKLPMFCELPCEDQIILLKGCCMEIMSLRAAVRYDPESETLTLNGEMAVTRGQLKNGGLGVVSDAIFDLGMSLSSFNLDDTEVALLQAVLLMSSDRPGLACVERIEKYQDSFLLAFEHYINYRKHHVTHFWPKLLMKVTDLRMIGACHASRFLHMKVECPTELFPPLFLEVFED
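Human TRb ligand-binding domain (0.6 uM) is mixed with 20 nM Texas Red SRC2 peptide and 1 uM T3; after compound addition and 5 hr at ambient temperature, polarization is measured and normalized to unbound and bound controls.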
TR SRC2 fluor cs: Total Fluorescence Counterscreen for Inhibitors of the Interaction of Thyroid Hormone Receptor and Steroid Receptor Coregulator 2; TRb/SRC2 Texas Red total fluorescence interference; Potency, µM (series often up to 106 µM), inactives show at the highest dose fluorescence change, negative = quenching; actives 0.29% (n = 280,000); active means well fitted curve in either direction with a large enough effect; inconclusive means small, poorly fitted or top-dose-only effect; further: on the % scale 0 is the no-effect control and ±100 the full control effect
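Human TRβ ligand-binding domain (0.6 uM) and Texas Red SRC2 peptide (20 nM) in Tris buffer with 1 uM T3 and 5% DMSO were incubated with pinned compound for 5 hr at ambient temperature. Total fluorescence was computed as S + 2P (555/632 nm).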
Lamin A splicing: qHTS Assay for Modulators of Lamin A Splicing. HeLa LMNA splicing GFP/RFP minigene ratio, 48 h. Potency, µM (titrated, usually from 46.1 µM), inactives show at the top dose ratio change, negative = inhibition, most hits filed as inhibitors. actives 0.01% (n = 200,000); active means well fitted inhibition curve with a large enough effect in the signal ratio, with a control signal flat, not every such curve was filed as active; inconclusive means small, poorly fitted or top-dose-only effect, or effect the other way, or a change in a side signal; the % refers to the signal ratio; further: on the % scale 0 is the no-effect control and ±100 the full control effect
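Read-out is the ratio of GFP to DsRed2 object intensity, acquired by 488 nm laser-scanning cytometry on HeLa lamin A-EGFP minigene reporter cells. Compound incubation 48 hrs at 37 °C in Opti-MEM with 2% FBS; DMSO 0.5% final.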
ALDH1A1 block: qHTS Assay for Inhibitors of Aldehyde Dehydrogenase 1 (ALDH1A1); Aldehyde dehydrogenase 1A1 (Homo sapiens), P00352; actives 7.3% (n = 220,000); Potency, µM (titrated, usually from 75.3 µM), for the others: at the top dose activity, negative = inhibition, usual class: inhibitors; Purified ALDH1A1, NADH fluorescence, propionaldehyde substrate; AID 1030, 2008; active means well fitted inhibition curve with a large enough effect, not every such curve was filed as active; inconclusive means small, poorly fitted or top-dose-only effect, or another doubt; inactive means no such curve, though single readings can be large or run the other way;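 further: plate controls were no enzyme wells and a reference inhibitor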
GoLoco inh red: qHTS Assay for Inhibitors of RGS12 GoLoco Motif Activity (Red Fluorophore) | Potency, µM (top dose mostly 61.6 µM), without a hit: at the highest dose activity, negative = inhibition, actives largely listed as inhibitors | Gai1:RGS12 GoLoco peptide FP, rhodamine, 10 min | AID 880, 2007 | actives 0.44% (n = 230,000) | Guanine nucleotide-binding protein G(i) subunit alpha-1 (Homo sapiens), P63096; active means well fitted inhibition curve with a large enough effect, not every such curve was filed as active; inactive means no such curve, though single readings can be large or run the other way; further: on the % scale 0 is the no-effect control and ±100 the full control effect; nearly all actives have a fitted effect of over 30% in size; many of its hits are not listed in these tables
RECQ1 helicase: qHTS Assay for Inhibitors of RecQ-Like Dna Helicase 1 (RECQ1); Potency, µM (top dose mostly 57.3 µM), for the others: top-dose activity, negative = inhibition, hits mostly inhibitors; actives 0.54% (n = 240,000); ATP-dependent DNA helicase Q1 (Homo sapiens), P46063; RECQ1 DNA unwinding, red fluorescence kinetic read;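 further: plate controls were vehicle for no effect and no enzyme for full effect; nearly all actives have a fitted effect of over 30% in size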
Target sequence (P46063 whole entry, looked up): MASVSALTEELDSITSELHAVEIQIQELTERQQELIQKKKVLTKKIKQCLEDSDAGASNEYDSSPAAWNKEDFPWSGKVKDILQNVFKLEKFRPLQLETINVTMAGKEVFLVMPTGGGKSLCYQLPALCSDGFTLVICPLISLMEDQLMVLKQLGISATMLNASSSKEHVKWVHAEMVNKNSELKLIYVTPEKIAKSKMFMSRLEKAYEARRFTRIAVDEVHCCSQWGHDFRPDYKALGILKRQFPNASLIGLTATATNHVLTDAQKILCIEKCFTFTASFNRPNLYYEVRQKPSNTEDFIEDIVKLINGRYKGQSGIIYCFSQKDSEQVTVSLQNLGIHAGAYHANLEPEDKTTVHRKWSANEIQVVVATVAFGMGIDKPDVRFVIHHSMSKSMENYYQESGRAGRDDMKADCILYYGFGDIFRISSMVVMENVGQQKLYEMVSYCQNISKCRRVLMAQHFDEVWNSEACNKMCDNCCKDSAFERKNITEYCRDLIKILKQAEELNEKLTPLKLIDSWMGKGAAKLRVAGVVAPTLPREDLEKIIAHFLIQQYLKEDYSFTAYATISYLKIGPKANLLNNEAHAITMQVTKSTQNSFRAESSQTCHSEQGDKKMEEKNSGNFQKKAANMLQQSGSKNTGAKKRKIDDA
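50 nM RECQ1T1 preincubated 15 min with compound in Tris pH 8.0 buffer with MgCl2, DTT, Tween-20 and 2.5 ug/ml poly(dI-dC); started with 200 nM TAMRA/BHQ-2 forked duplex and 2 mM ATP. Unwinding read as fluorescence (525/598 nm), two reads 2 h apart.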
Active calls of the source: *; i = inactive; ? = inconclusive; / = not tested or not shown; [ ] = dose if it differs, or a comment. Unless noted, the call rests on the fitted dose curve; in most records, active means well fitted curve in the direction sought with a large enough effect; inconclusive means small, poorly fitted or top-dose-only effect, or another doubt; inactive means no such curve, though single readings can be large; an effect the other way counts as inactive or inconclusive. Potency means the concentration at half of the fitted maximal effect.

SMILES	SMN2 splice up	KDM4E inh	TRb-SRC2 inh	TR SRC2 fluor cs	Lamin A splicing	ALDH1A1 block	GoLoco inh red	RECQ1 helicase
CCCCCC(=O)NN1C(=S)N(c2ccc(OC)cc2)C(=O)C1CC(=O)Nc1ccccc1 (stereo not drawn)	/	8%	3%	-1%	/	/	-2%	-8%
Cc1cccc(CCN=c2c([N+](=O)[O-])nn(-c3ccccc3)n2O)c1	-33%	-1%	7%	-1%	14%[9.22 µM]	4%	2%	-5%
CC1CCCC(NC(=O)CN(C)S(=O)(=O)c2cnc[nH]2)C1C (stereo not drawn)	-23%	8%	-3%	-2%	27%[46 µM]	9%	6%	-8%
Cc1ccccc1NC(=O)Nc1nc2ccc(S(C)(=O)=O)cc2s1	?	?	-21%	-1%	-6%	-2%	5%	-5%
COc1ccc(OC)c(NC(=O)C2C3C=CC(C3)C2C(=O)NCc2cccnc2)c1 (stereo not drawn)	4%	-11%	-7%	-3%	/	1%	20%	-16%
COc1ccc(C(=O)C2CCCN(C(=O)Cn3nc(C)cc3C)C2)cc1F (stereo not drawn)	/	2%	-6%	-3%	/	/	5%	i
CC(C)c1ccccc1-n1c(SCC(=O)N2CCc3ccccc3C2)nc2ccccc2c1=O	-93%[inhibitor]	5%	15%	-1%	-5%	-3%	-2%	0%
CC(C)COC(=S)Nc1ccccc1	-9%	-4%	-5%	-2%	8%	25µM*	-3%	0%
COC(=O)C(Cc1ccccc1)NC(=O)c1cc(S(=O)(=O)N(C)C)ccc1Cl (stereo not drawn)	5%	0%	1%	-2%	5%[46 µM]	-3%	2%	i
Clc1ccc(-n2cccc2)cn1	0%	0%	-3%	-1%	3%[9.22 µM]	-8%	9%	0%
COc1cc(NC(=O)c2ccc(Cl)cc2)c(OC)cc1Cl	7%	320%[activator]	3%	-2%	10%	-2%	-13%	i
CCCN(CC(=O)Nc1ccccc1C)C(=O)/C=C/c1cccs1	-1%	1%	-4%	?	-1%	?	-3%	-3%
O=C1CC(Nc2ccc(N3CCOCC3)cc2)C(=O)N1Cc1ccccc1 (stereo not drawn)	-3%	?	-5%	12%	-9%	?	-14%	?
CCN(C(N)=S)c1ccccc1	-6%	3%	-3%	-5%	2%	-3%	6%	-4%
CN1CCN(c2nc(-c3ccccc3)c3cc(Cl)ccc3n2)CC1	2%	?	1%	0%	5%	?	-3%	-3%
CC(C)c1cc(C(=O)Nc2sc3c(c2C#N)CCC3)no1	2%	0%	3%	0%	?	18µM*	-8%	i
CC12CN3CCN(CC(C3)C1(O)CN1CCOCC1)C2 (stereo not drawn)	-12%	-3%	-3%	-9%	?	8%	5%	8%
Cc1cccc(NC(=O)c2cc(NC(=O)c3ccco3)ccc2Cl)n1	-16%	1%	9%	-1%	-9%	-13%	-5%	-8%
Cc1ccc(S(=O)(=O)Nc2cccnc2Oc2ccc(Cl)cc2)cc1	/	1%	8%	1%	/	0.02µM*	7%	-6%
Cc1nnc(NC(=O)CSc2nnc(Cc3ccccc3)n2-c2ccccc2)s1	-9%	5%	-9%	-2%	15%	-5%	1%	-1%
Cc1cccc[n+]1CC(=O)/C=C1\N(C)c2ccccc2C1(C)C	-102%[inhibitor]	-3%	-9%	1%	?	7%	97%[activator]	0%
CC1=NN(c2ccc(N)cc2)C(=O)C1	-8%	?	-6%	-16%	3%	?	-1%	?
CCOC(=O)C1=C(C)Nc2ccccc2N=C1NC(=O)Cc1ccc(Br)cc1	1%	3%	5%	6%	0%	5%	-6%	-2%
COCCn1c(SCC(=O)Nc2cc(Cl)ccc2OC)nc2c(c1=O)SC(C)C2 (stereo not drawn)	-28%	0%	-3%	4%	?	?	5%	i
COc1cc(Br)c(C2C(C#N)=C(N)Oc3n[nH]c(-c4cccnc4)c32)cc1OC (stereo not drawn)	3%	-4%	-3%	-1%	/	12%	3%	0%
CN(C)/C(CN1CCN(C=O)CC1)=C1\N=C(c2ccccc2)OC1=O	-30%	-3%	-5%	-5%	2%	?	0%	-1%
O=C1CNC(=S)N1CCCn1ccnc1	16%	-11%	-8%	-1%	2%[46 µM]	0%	-3%	-2%
COc1ccc(CCC(=O)Nc2c(C)n(C)n(-c3ccccc3)c2=O)cc1	2%	2%	-3%	-2%	/	-3%	1%	-1%
CCc1ccc(-c2nc(CS(=O)CC(=O)O)c(C)o2)cc1 (stereo not drawn)	/	?	1%	1%	/	/	3%	6%
CC(C)NC(=S)NC(=O)/C=C/c1ccc(F)cc1	-5%	13%	-2%	0%	?	5%	8%	i
CCN1CCN(S(=O)(=O)c2ccc(S(=O)(=O)N(CC)Cc3ccccc3)cc2)CC1	-24%	-1%	-1%	-1%	?	?	-6%	i
Cc1ccc(-n2c(C)cc(/C=C3/SC(=O)N(CC(=O)N4CCOCC4)C3=O)c2C)nc1	/	-8%	6%	-1%	/	/	-6%	i
CC1(C)Cc2c(sc3nc(C4CC4)n(N)c(=O)c23)CO1	/	13%	-2%	-1%	/	/	-1%	-18%
COC(=O)c1ccccc1-c1ccc(/C=N/NC(=O)c2cc3ccccc3o2)o1	-7%	?	4%[53 µM]	-1%[53 µM]	?	?	5%	-21%
CCOc1ccc2nc(N)sc2c1	29%	/	6%	-1%	/	?	2%	-5%
CCn1ncc(Br)c1C(=O)Nc1ccc(Cl)cn1	6%	8%	2%	0%	-6%	0%	-1%	-1%
O=C(O)C1=NN(c2ccccc2)C(=O)C1	/	-6%	-3%	-3%	/	/	-3%	i
CCN(CC)S(=O)(=O)c1cc(C(=O)Nc2cccnc2Cl)ccc1Cl	-26%	-7%	0%	0%	?	?	4%	-2%
Cc1cc(C)cc(NC(=O)Cn2nnc3ccccc3c2=O)c1	19%	-9%	-4%	0%	-10%[46 µM]	-10%	-3%	-13%
CC(C)c1nnc(NC(=O)CCCC(=O)O)s1	10%	-1%	7%	-2%	-12%	3%	4%	-6%
COCc1c(C(=O)OC/C(O)=C(\C#N)c2nc3ccccc3[nH]2)oc2ccccc12	12%	-1%	-7%	2%	?	6%	50%[activator]	i
O=c1c(-c2ccc(Cl)cc2)nc2cncnc2n1Cc1ccccc1	-1%	/	/	/	/	4%	-1%	-1%
CCCCSc1nc(C(=O)O)cc(=O)[nH]1	/	-8%	-4%	0%	/	-11%	0%	i
CCN(CC)CCCN1C=C2C(=O)C(C)(OC(=O)CCc3ccccc3)C(=O)C=C2C=C1c1ccc(C#N)cc1 (stereo not drawn)	5%[9.22 µM]	?	0%[11.2 µM]	-5%[11.2 µM]	-11%[9.22 µM]	-2%[13.5 µM]	6%[14.2 µM]	i[11.5 µM]
Cc1nc(COC(=O)c2c(C)nn(-c3ccccc3)c2C)cs1	2%	6%	4%	-4%	3%	?	2%	-1%
COc1cc(C2c3cc4c(cc3C(OC3OC5COC(C)O[C@@H]5C(O)C3O)C3COC(=O)C23)OCO4)cc(OC)c1O (stereo partly drawn)	-58%[inhibitor]	4%	0%	-1%	/	0%	3%	-4%
CNC1C(O)C(O[C@H]2C(O)[C@@H](OC3OC(CN)=CCC3N)[C@H](N)C[C@@H]2N)OC[C@]1(C)O (stereo partly drawn)	-11%	1%	-1%	-2%	/	-7%	7%	-8%
CCCCN(CC)CCCNC(=S)Nc1ccc2nc3n(c(=O)c2c1)CCCCC3	2%	?	-1%	-1%	-6%	?	5%	-5%
Cc1ccc2oc(=O)c3cc(C(=O)NCCN4CCN(C)CC4)sc3c2c1	-9%	?	-8%	-1%	-6%	?	-1%	-5%
CCSc1nnc(NC(=O)CN2C(=O)C3CC=CCC3C2=O)s1 (stereo not drawn)	1%	-2%	4%	-2%	-8%[46 µM]	-5%	-2%	20%

Continued:
SMILES	SMN2 splice up	KDM4E inh	TRb-SRC2 inh	TR SRC2 fluor cs	Lamin A splicing	ALDH1A1 block	GoLoco inh red	RECQ1 helicase
CO/N=C(\C)CCN1CCc2nc(-c3ccccc3)c(-c3ccccc3)cc2C1	/	/	-2%[11.2 µM]	1%[11.2 µM]	/	13%[13.5 µM]	/	-3%[11.5 µM]
CC1CCN(c2nc(-c3ccc(F)cc3)cc(C(F)(F)F)n2)CC1	-8%	4%	1%	0%	16%	0%	-1%	-3%
COc1ccc(/C=C(\NC(=O)c2ccccc2)C(=O)N/N=C/c2cccnc2)cc1	/	-17%	-5%	-3%	/	/	7%	-13%
CCCCCCC#CC1C=CC(OC(C)=O)C(COC(C)=O)O1 (stereo not drawn)	/	/	7%[11.2 µM]	-11%[11.2 µM]	/	3.2µM*	/	i[11.5 µM]
COc1cc(NC(=O)/C=C/c2ccccc2[N+](=O)[O-])cc(OC)c1	?	4%	9%	-8%	-22%	-14%	-1%	-21%
CCN(CC)Cc1cc2[nH]c3c4ccc(Cl)cc4ncc3c2cc1OC	/	?	-5%	-3%	/	/	19%	i
CCOc1ccc(C(=O)Nc2sc3c(c2C(=O)OC)CC(C)(C)NC3(C)C)cc1	/	0%	4%	0%	/	?	2%	-12%
COc1ccc(C(=O)N/N=C(/C)c2cccc(NC(=O)C(F)(F)F)c2)cc1	10µM*	1%	-5%	-3%	2%	7%	1%	-4%
COc1ccc(C(C)=O)cc1CSCC(=O)O	7%	-2%	-1%	-3%	/	-7%	8%	-8%
CCOc1ccc2nc(SCc3ccccc3C#N)sc2c1	11µM*	0%	-15%	0%	3%	?	7%	-13%

An excerpt (hit frequency here may not be typical).
